Bioassay records: PubChem BioAssay, The Scripps Research Institute Molecular Screening Center
SIAE primary: blocks human sialic acid acetylesterase; 370,000 compounds, 0.69% hits; SIAE FP-Rh probe binding, fluorescence polarization; Q9HAT2; AID 1053197; inhibition, % at 9.66 µM;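 active = inhibition above a cutoff: mean of compounds within the control limits plus 3 SD of those, cut at about 17% in these data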;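 also: 0% = plate median of compound wells and 100% = probe without SIAE protein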
LEDGF integ inh: blocks HIV-1 LEDGF/p75-dependent DNA integration | TR-FRET IN-LEDGF/p75 DNA integration, Eu/Cy5 | inhibition, % at 3.7 µM | 370,000 compounds, 0.64% hits;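 active = inhibition above the screen-wide mean plus 3 SD, cut at about 13% in these data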;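 also: signal is the Cy5 over europium emission ratio at 671 and 618 nm; 0% = plate median of compound wells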
Tn7 DDE FP: inhibitors of Tn7 peptide binding to human fibrin DD(E). P02675. FP displacement of FITC-Tn7 peptide from fibrin DD(E); 0% = median of compound wells per plate. inhibition, % at 8.3 µM. 370,000 compounds, 0.13% hits;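 active = inhibition above the mean of compounds falling within the control limits plus 3 SD of them, cut at about 14% in these data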;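 also: 0% = plate median of compound wells and 100% = 10 µM Aha-Tn7 peptide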
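Assay system: human fibrin DD(E). Input: DD(E) 2 µM final. Medium: Tris buffer with calcium and detergent, pH 7.8. Compound dosing: single point at 8.3 µM. Timing: 10 min plus 3 h, room temperature. Technique: fluorescence polarization of the labelled Tn7 tracer. Read-out: percent inhibition. Replicates: singlicate testing.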
PG9 binder: small molecules binding HIV-1 gp120 antibody PG9 | TR-FRET gp120-PG9 antibody binding | 360,000 compounds, 0.43% hits | inhibition, % at 6.7 µM; in the data active = inhibition above about 8.5%
HTRA1 inhibitor: HTRA1 (human) protease inhibition; Q92743; recombinant HTRA1, FP-rhodamine activity-based probe, fluorescence polarization; inhibition, % at 5.96 µM; 340,000 compounds, 0.5% hits; AID 504803; in the data active = inhibition above about 36%;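 also: 0% = enzyme with DMSO and 100% = wells lacking enzyme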
Target sequence (Q92743 whole entry, looked up): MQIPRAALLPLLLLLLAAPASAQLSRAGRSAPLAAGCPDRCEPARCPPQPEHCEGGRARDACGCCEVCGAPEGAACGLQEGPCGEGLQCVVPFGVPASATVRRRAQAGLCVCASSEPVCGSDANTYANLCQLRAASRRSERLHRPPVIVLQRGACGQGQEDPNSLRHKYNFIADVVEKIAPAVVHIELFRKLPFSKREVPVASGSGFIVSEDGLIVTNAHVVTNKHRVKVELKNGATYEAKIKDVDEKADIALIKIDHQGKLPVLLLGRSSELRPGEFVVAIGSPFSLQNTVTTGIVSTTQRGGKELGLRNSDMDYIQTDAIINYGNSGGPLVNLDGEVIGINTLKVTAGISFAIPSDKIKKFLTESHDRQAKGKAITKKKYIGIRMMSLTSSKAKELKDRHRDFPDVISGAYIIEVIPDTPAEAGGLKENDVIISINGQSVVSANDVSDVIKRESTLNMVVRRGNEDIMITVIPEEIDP
mABHD4 FP: inhibitors of mouse ABHD4; Q8VD66; purified mABHD4, FP-Rh probe fluorescence polarization; inhibition, % at 8.92 µM; 370,000 compounds, 0.54% hits;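 active = inhibition exceeding the mean over every tested compound plus 3 SD, cut at about 30% in these data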;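 also: 0% = plate median of compound wells and 100% = S159A mutant with DMSO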
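Test system: mABHD4 protein | Buffer or medium: HEPES pH 7.0 buffer, 150 mM NaCl, 0.01% Pluronic F-127 | Probe or stimulus: FP-Rh fluorescent activity-based probe, added after compound pre-incubation | Timing: Pre-incubation 45 min, probe exposure 60 min, at 25 °C | Technique: Fluorescence polarization, excitation 525 nm, emission 598 nm, BODIPY TMR filters | Repeats: Single well per compound (singlicate)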
UHRF1 MBD2 ctr: blocks human UHRF1 binding to methylated DNA | Q96T88 | UHRF1 binding to methylated oligo, TR-FRET | inhibition, % at 4.4 µM | 370,000 compounds, 0.75% hits | AID 687016; in the data active = inhibition above about 21%;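 also: UHRF1 SRA domain binding a hemimethylated CpG hairpin DNA probe; 0% = median of test compound wells and 100% = reference inhibitor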
PRMT1 FP inh: inhibitors of human PRMT1 | Q99873 | 370,000 compounds, 1.3% hits | recombinant PRMT1, activity-based probe fluorescence polarization | AID 652257 | inhibition, % at 2.79 µM;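 active = inhibition above about 21% made by adding two undisclosed values, limit read from the data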
Target sequence (Q99873 whole entry, looked up): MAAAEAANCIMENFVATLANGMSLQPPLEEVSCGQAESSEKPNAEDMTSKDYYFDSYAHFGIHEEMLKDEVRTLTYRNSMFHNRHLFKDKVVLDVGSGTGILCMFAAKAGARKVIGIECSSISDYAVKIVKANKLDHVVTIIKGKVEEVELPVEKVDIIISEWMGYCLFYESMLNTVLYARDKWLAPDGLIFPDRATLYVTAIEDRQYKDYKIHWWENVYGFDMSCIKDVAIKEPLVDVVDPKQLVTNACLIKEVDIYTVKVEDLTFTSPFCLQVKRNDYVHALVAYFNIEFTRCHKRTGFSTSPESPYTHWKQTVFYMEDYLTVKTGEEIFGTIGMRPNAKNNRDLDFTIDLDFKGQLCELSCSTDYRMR
TDP2 absorb: TDP2 (human) inhibition, absorbance primary screen | O95551 | recombinant TDP2, T5PNP hydrolysis, p-nitrophenol absorbance 415 nm | inhibition, % at 12.8 µM | 370,000 compounds, 0.34% hits | AID 720702;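 active = inhibition above the mean of all tested compounds plus 3 SD, set per campaign, cut at about 25% in these data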;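 also: 0% = DMSO with enzyme and 100% = buffer with substrate but no TDP2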
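Evaluation: % inhibition relative to enzyme-containing and enzyme-free wells. Material: recombinant human TDP2. Benchmarks: enzyme-free and DMSO wells. Timing: enzyme reaction with compound for 2 h at 37 °C. Compound dosing: 12.8 µM only. Measured by: p-Nitrophenol epi absorbance. Reagent: T5PNP substrate at 5 mM, a TopII-DNA adduct mimic. Replication: single well per compound.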
TCR-CD3 inh: blocks the human TCR-CD3 interaction; TAMRA-labeled TCR probe fluorescence, biochemical; inhibition, % at 9.4 µM; 360,000 compounds, 0.37% hits; AID 651800; in the data active = inhibition above about 19%;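 also: recombinant mutant TCR 2C K166C tagged with TAMRA read by polarization; 0% = receptor in buffer alone and 100% = receptor with positive control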
* = called active by the depositor; . = no result given; & = joins results of further samples. The order is random, and some 4.2% of all compounds hit somewhere here.

SMILES	SIAE primary	LEDGF integ inh	Tn7 DDE FP	PG9 binder	HTRA1 inhibitor	mABHD4 FP	UHRF1 MBD2 ctr	PRMT1 FP inh	TDP2 absorb	TCR-CD3 inh
Cc1ccc2nc(Cl)c3cc(C(=O)N(CCN(C)C)Cc4ccco4)sc3c2c1	0.8	-2.5	-1.4	-0.4	-34.8	-11.0	-4.4	6.5	-6.3	-2.4
O=C(Nc1cc(C(F)(F)F)ccc1N1CCOCC1)C1Cc2ccccc2CN1C(=O)c1ccco1 (centres undefined)	-6.2	9.6	-7.1	-3.1	-11.9	-0.9	0.9	17.1	-13.8	0.9
OCc1ccc(-c2ccccc2)c(-c2ccccc2)c1	4.7	1.2	6.7	-2.3	.	-12.6	-1.7	-2.5	8.9	-5.1
CCCc1ccc2oc(C(=O)N3CCNC(=O)C3CC(=O)OC)c(C)c2c1 (centres undefined)	5.2	-2.2	-2.1	-0.1	-0.9	-2.5	1.9	5.4	-3.5	-1.8
COc1cccc(Cn2cccc(NC(=O)Nc3ccccc3C)c2=O)c1	-1.8	1.7	9.1	0.6	-14.8	-4.1	-4.6	-1.6	11.7	5.3
CCCC[n+]1ccn(-c2nc3ccccc3nc2[N-]S(=O)(=O)c2ccccc2)c1	-3.8	-3.0	0.6	0.8	3.5	-2.8	1.8	-2.4	7.3	8.1
CC(=O)Cc1c(C(=O)O)c(C)nn1-c1ccccc1	2.3	-1.2	-7.6	-1.7	-0.7	2.1	1.8	-0.5	-0.4	-3.0
Nn1c(SCCOc2ccc(Cl)cc2)nnc1-c1cccnc1	2.7	0.0	0.6	1.7	3.2	-6.3	0.5	5.0	3.4	-5.1
CCN(C(=O)COC(=O)c1ccccc1Oc1ccccc1)c1c(N)n(Cc2ccccc2)c(=O)[nH]c1=O	-6.2	-2.4	4.8	0.7	-1.5	4.9	-0.8	1.0	1.2	0.6
O=C(NCCc1cccs1)C1CCC(=O)N(CCc2cccc(F)c2)C1 (centres undefined)	-8.6	1.7	-0.4	-2.2	0.3	-2.6	2.7	-0.6	-13.7	4.1
COc1ccc(C(=O)Nc2ccc(O)c3c(=O)cc(-c4cccc(Cl)c4)oc23)cc1	-38.0	1.2	-4.7	-1.2	-2.3	6.9	0.7	1.4	4.5	1.8
CCOc1ccc(S(=O)(=O)NCc2ccncc2)cc1	7.0	-2.3	5.3	1.7	-3.1	0.0	4.3	2.6	0.7	0.1
O=C([O-])c1ccccc1-[n+]1c(-c2ccccc2)cc(-c2ccccc2)cc1-c1ccccc1	5.4	-1.4	6.7	-1.2	-9.3	13.6	0.3	-0.2	-4.7	4.5
Cc1occc1-c1nnc(SCC(=O)N(C)CCC#N)n1N	3.1	3.2	-4.7	0.9	0.2	0.6	-2.1	-0.9	1.7	-3.5
O=C(NNC(=O)c1ccccc1[N+](=O)[O-])Nc1ccc(Cl)cc1	-3.1	-0.2	-2.1	1.1	5.1	-1.5	-1.7	-2.3	-7.3	1.6
Cc1ccc(OCCC(=O)NNC(=O)c2nn(C)c(=O)c3ccccc23)cc1	7.1	-0.4	1.5	2.1	6.2	-5.0	-0.1	0.2	-3.2	-3.7
O=C1SC(SC(=Nc2ccccc2)Nc2ccccc2)C(=O)N1c1ccccc1 (centres undefined)	3.1	0.0	-4.9	1.8	-10.3&-3.5	-0.5	-0.8	17.9	2.7	-3.8
CCCCOc1ccc(S(=O)(=O)NC(=O)C2(C)CCN2C(=O)Cc2cccs2)cc1 (centres undefined)	-0.3	0.0	10.5	1.5	.	-13.1	3.8	5.9	-0.6	1.8
COc1ccc2c(CC(=O)NC3CCCc4ccccc43)coc2c1 (centres undefined)	1.4	1.4	-6.1	-0.9	-10.7	-3.0	-3.8	0.2	1.6	11.4
Cc1ccc(NC(=O)CS(=O)(=O)c2c[nH]c3ccccc23)c(C)c1	-2.4	-0.3	-4.2	0.0	0.9	-3.7	-0.4	3.0	1.4	11.7
COC(=O)[C@@]12CCCCN1[C@H](c1ccc(-c3cccc(Cl)c3)cc1)[C@H]1C(=O)N(C)C(=O)[C@H]12	8.2	-1.1	11.7	-2.1	-9.6	-4.7	0.1	2.2	-18.2	-3.1
COc1cc(C(=O)NCCNC(=O)c2ccco2)cc(OC)c1OC	-7.8	-3.1	1.7	-2.3	14.2	-1.5	-1.6	16.8	0.5	-1.9
CC(=O)Oc1ccc(-c2csc(Nc3cccnc3)n2)cc1	-1.9	0.8	11.4	-2.0	1.2	4.2	0.5	-2.6	4.2	5.4
COC(=O)c1ccc(N(CC(=O)NC2CCCCC2)C(=O)CNC(=O)c2ccco2)cc1	-2.0	1.7	-4.2	-1.0	2.5	0.2	4.7	-4.2	0.6	-6.5
O=C(/C=C/c1cccc(Br)c1)Nc1nn[nH]n1	-0.9	-1.1	1.1	1.0	.	5.6	-1.6	-0.4	12.2	-3.6
O=S(=O)(c1cccc(F)c1)N1CCN(C(=S)NCc2ccccc2)CC1	-3.5	2.0	4.6	0.1	3.8	1.8	-2.7	-1.2	8.6	-5.2
Cc1ccc(S(=O)(=O)CCC(=O)Nc2cccc(C)c2)cc1	-0.3	-2.6	4.1	0.6	-0.9	2.3	8.4	2.1	2.3	-1.4
COc1ccc2c(-c3ccc(S(N)(=O)=O)cc3)c(-c3ccc(S(C)(=O)=O)cc3)sc2c1	-11.0	-1.5	0.9	-1.5	-40.4	-35.1	-0.7	-4.0	3.6	-0.7
CCN(C(=O)COC(=O)c1cc(NS(=O)(=O)c2ccc(Cl)c([N+](=O)[O-])c2)ccc1O)C1CCCCC1	7.2	-1.6	-0.4	-1.3	-3.4	5.4	-0.7	-0.3	6.4	7.4
Cc1nnc(SCC(=O)Nc2nsc(-c3ccccc3)n2)s1	-6.8	-1.0	0.9	0.1	2.6	4.9	-1.3	-1.0	3.0	2.8
CCOCCCNS(=O)(=O)c1cc2[nH]c3c(c2cc1C)C(=O)CC(C)(C)C3	7.4	1.6	6.2	0.5	0.4	-2.9	-1.8	-2.4	1.2	-5.2
COc1ccc(C2CC(c3cccs3)=NN2C(=O)CSc2nc(=O)n3cc(C)ccc3n2)cc1 (centres undefined)	-16.0	1.1	4.3	-1.2	-18.8	-17.8	-3.4	-2.5	9.5	-0.3
O=C(Cc1ccsc1)NNC(=O)c1ccccc1Cl	-1.9	1.9	-6.0	-0.9	0.3	4.2	-3.0	-1.4	8.9	3.3
Cc1ccc(C)c(NC(=O)CN(C)C(=O)C2CCN(S(=O)(=O)c3ccc4c(c3)OCCO4)CC2)c1	-2.7	-1.1	-8.2	-0.6	-7.0	-0.9	0.1	-6.0	-4.8	7.0
CCn1cnc2c1c(=O)n(Cc1nnc3n1-c1ccccc1SC3)c(=O)n2Cc1ccccc1	4.1	3.5	-10.3	-1.9	8.4	1.4	-2.3	-0.7	7.5	12.2
CCN1CCc2c(OCC(=O)N3CCCCC3)cccc2C1=O	-1.8	1.9	-1.6	-0.6	2.0	1.3	0.5	0.4	13.6	-0.8
COc1cccc(NC(=S)N2CCN(C)CC2)c1	7.0	-3.6	3.3	-0.6	3.0	-3.3	-1.8	-6.7	-2.3	3.1
O=C1CN(C(=O)COC(=O)c2ccc(N3CCCCCC3)c([N+](=O)[O-])c2)c2ccccc2N1	-8.9	-1.0	-2.6	-2.1	-37.5	-12.4	-1.7	1.3	15.1	3.7
O=C1CCc2cc(S(=O)(=O)NCc3ccc(F)cc3)cc3c2N1CCC3	3.0	-0.8	2.8	1.5	-3.2	5.7	1.1	-0.6	-6.8	2.4
Cc1ccc2nc3c(cc(C(N)=S)c(=N)n3CCCOC(C)C)c(=O)n2c1	-1.9	1.8	3.8	-0.3	11.2	6.0	-10.1	11.4	-14.1	8.7

Whole records, quoted from the list. Order of values: SIAE primary, LEDGF integ inh, Tn7 DDE FP, PG9 binder, HTRA1 inhibitor, mABHD4 FP, UHRF1 MBD2 ctr, PRMT1 FP inh, TDP2 absorb, TCR-CD3 inh
Results for CCN1CCc2c(OCC(=O)N3CCCCC3)cccc2C1=O = -1.8, 1.9, -1.6, -0.6, 2.0, 1.3, 0.5, 0.4, 13.6, -0.8
Results for O=C(Cc1ccsc1)NNC(=O)c1ccccc1Cl = -1.9, 1.9, -6.0, -0.9, 0.3, 4.2, -3.0, -1.4, 8.9, 3.3

New compounds follow.
SMILES	SIAE primary	LEDGF integ inh	Tn7 DDE FP	PG9 binder	HTRA1 inhibitor	mABHD4 FP	UHRF1 MBD2 ctr	PRMT1 FP inh	TDP2 absorb	TCR-CD3 inh
c1ccc(COc2nsnc2N2CCOCC2)cc1	2.1	-1.5	3.4	0.9	-0.9	-3.4	4.3	15.3	-2.3	-6.9
Fc1ccc2c(c1)C(c1cccnc1)=NNC(c1cccs1)=N2	0.1	0.1	0.9	-2.3	-0.1	2.5	-1.9	2.2	-3.4	0.4
Cc1cc(N2CCN(C(=O)c3ccco3)CC2)n2ncnc2n1	-2.4	1.4	7.8	-0.6	2.9	4.7	-1.7	-1.7	7.9	5.5
Cc1ccc2cc(CN(Cc3ccc4c(c3)OCO4)Cc3nnnn3Cc3ccco3)c(=O)[nH]c2c1	-9.3	3.7	-11.0	-1.6	-35.2	-1.7	0.3	4.8	-4.2	2.1
O=C(NCc1cccnc1)c1csc([C@@H]2O[C@H](CO)[C@H](O)[C@H](O)[C@H]2O)n1	-1.4	-2.2	-13.4	-1.1	.	-3.1	-0.5	-1.0	-5.6	1.7
CCOC(=O)c1ccccc1Nc1cn(C(C)=O)c2ccccc12	4.4	-0.7	-3.4	0.4	-4.6	4.7	-0.3	-0.6	6.0	-3.0
COC(=O)c1ccc(-c2noc(CN(Cc3ccccn3)CC3CCCO3)n2)cc1 (centres undefined)	4.4	1.4	0.8	-2.8	0.9	-7.9	-1.0	-1.1	-7.6	-0.5
CCOc1ncccc1C(=O)Nc1ccc(C(=O)Nc2ccc(OC)cc2)cc1	4.2	3.7	-1.4	4.1	4.6	-2.2	-0.8	-9.5	-14.7	2.6
CC(C)CCN1C(=O)c2ccc(C(=O)Nc3ccccn3)cc2C1=O	-5.3	-0.1	3.2	-1.9	-0.5	-3.6	0.5	2.2	-2.9	3.3
Cc1ccc(C)c(NC(=O)CCN2CCN(CCO)CC2)c1	4.9	1.8	-8.1	0.2	-12.3	-0.4	-1.6	-0.3	0.0	-2.6
COc1ccc(CNC(=O)CSc2n[nH]c(N)n2)cc1	2.4	0.9	-0.5	-2.9	-5.7	-2.4	1.4	-8.8	4.7	-0.4
COc1ncccc1C(=O)N1CCCC(N2CCN(c3cccc(Cl)c3)CC2)C1 (centres undefined)	0.4	5.3	0.5	-1.0	8.6	-0.8	-0.3	-3.2	-2.7	0.5
CC(=O)OCC1=C(C(=O)O)N2C(=O)C(NC(=O)COc3ccc(F)cc3)C2SC1 (centres undefined)	0.8	7.0	-3.3	-1.6	-16.9	-1.6	9.5	36.7*	9.7	6.2
